# PMI inhibition = human PMI inhibitors, high substrate, primary screen, biochemical, fluorescence intensity, high mannose 6-phosphate (AID 1220); Mannose-6-phosphate isomerase (Homo sapiens); recombinant PMI enzyme, coupled fluorescence intensity; higher % means a stronger effect; inhibition, % at 20 µM; hits with a dose series show IC50 in µM; 190,000 tested, 0.66% active
# AID2073 = inhibitors of Mint1-CaV2.2 protein interaction, biochemical, HTRF (AID 2073) | 290,000 tested, 0.19% active | HTRF protein-protein interaction, Mint1-CaV2.2; higher % means a stronger effect | one-dose inhibition, % at 20 µM; IC50 in µM for titrated hits; in the data active = inhibition mostly above about 51%, no sharp cut-off; inconclusive = no clear call, values can overlap the other calls; inactive = mostly below about 53%; note: some results filed as inactive read as strong as hits
# PMI inhibitors = inhibitors of human PMI, primary screen, biochemical, fluorescence intensity, coupled assay (AID 1209) | purified PMI enzyme, coupled fluorescence intensity; higher % means a stronger effect | Mannose-6-phosphate isomerase (Homo sapiens) | inhibition, % at 20 µM, or IC50 in µM where a hit was titrated | 190,000 tested, 0.42% active;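 note: plate controls were DMSO vehicle for no effect and wells lacking substrate for full effect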
# XIAP displacement = XIAP antagonists, biochemical, IAP family, fluorescence polarization (AID 1018); displacement, % at 20 µM, or IC50 in µM where a hit was titrated; XIAP BIR domain, fluorescence polarization peptide displacement; higher % means a stronger effect; E3 ubiquitin-protein ligase XIAP (Homo sapiens); 200,000 tested, 0.007% active; in the data active = displacement above about 50%; note: a part of the inactive calls stands beside numbers as strong as those of hits
# Dynein transport = inhibitors of GR-EGFP nuclear translocation, primary screen, dynein cargo transport inhibitor project, imaging, high-content, 3617.4 mouse cells | z-score, hits read low | 220,000 tested, 0.47% active | test concentration mostly 20 µM; stimulated with dexamethasone, 1 µM; active compounds read low;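 active = plate z-score of nuclear minus cytoplasmic receptor signal below a set negative limit, without overly bright fluorescence or cell loss, cut at about -3.5 in these data, passing the limit was not always enough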;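 note: z-score of nuclear minus cytoplasmic ring GR-EGFP intensity difference per well; some compounds called inactive have numbers as strong as hits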
#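 Also added – dexamethasone, 1.0 µM final · Buffer or medium – tet-free, stripped-serum medium · Schedule – induction 48 h, compound 1 h, agonist 30 min · Detection – formaldehyde fixation, Hoechst nuclear stain, 10x automated fluorescence imaging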
# P. falciparum M1AAP = P. falciparum M1AAP inhibitors, biochemical, fluorogenic H-Leu-NHMec substrate, 1536-well (AID 1445) | Aminopeptidase N (Plasmodium falciparum (isolate 3D7)) | recombinant M1AAP, H-Leu-NHMec fluorogenic kinetic assay; higher % means a stronger effect | inhibition, % at 30 µM; hits with a dose series show IC50 in µM | 220,000 tested, 0.42% active;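 active = primary inhibition above the hit cutoff, then over 50% inhibition at one or more dose response concentrations, cut at about 23% in these data, passing the limit was not always enough; inconclusive = conflicting primary data, or primary hits not chosen for dose response; inactive = low primary inhibition, or under 50% at every dose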;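 note: plate controls were DMSO full reaction for no effect and no enzyme background for full effect; strong numbers were not always called active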
# LYP inhibition = inhibitors of LYP phosphatase, biochemical, fluorescence intensity, uHTS (AID 1779). Tyrosine-protein phosphatase non-receptor type 22 (Homo sapiens). recombinant LYP phosphatase, fluorescence intensity; higher % means a stronger effect. one-dose inhibition, % at 11.5 µM; IC50 in µM for titrated hits. 290,000 tested, 0.054% active;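 note: plate controls were vehicle with enzyme for no effect and no enzyme for full effect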
# SIAH1 antagonists = Siah-1 peptide-binding antagonists, primary screen, biochemical, fluorescence polarization, rhodamine-plectin, uHTS (AID 1817) | E3 ubiquitin-protein ligase SIAH1 (Homo sapiens) | Siah-1 / rhodamine-plectin peptide fluorescence polarization; higher % means a stronger effect | displacement, % at 20 µM; hits with a dose series show IC50 in µM | 290,000 tested, 0.02% active;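 active = displacement of at least 50% at 20 µM, with a fluorescence ratio check between 0.3 and a set limit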;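 note: plate controls were Siah plus tracer with DMSO for no effect and tracer alone without Siah for full effect; strong numbers were not always called active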
# M17LAP inhibition = P. falciparum M17LAP inhibitors, primary screen, biochemical, fluorogenic H-Leu-NHMec substrate, 1536-well (AID 1619); Leucine aminopeptidase (Plasmodium falciparum (isolate 3D7)); recombinant M17LAP, H-Leu-NHMec fluorogenic kinetic assay; higher % means a stronger effect; inhibition, % at 30 µM, or IC50 in µM where a hit was titrated; 220,000 tested, 0.38% active;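 active = compound inhibiting the enzyme by more than half at any dose during confirmatory dose-response retesting; inconclusive = strong single-dose inhibitors picked by rank but not retested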;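 note: plate controls were full reaction with DMSO carrier for no effect and no enzyme background for full effect; strong numbers were not always called active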
# Dynein transport cytoplasmic EGFP = also measured in Dynein transport; calls as there; z-score; measured here: cytoplasmic GR-EGFP intensity; active compounds read high
# Dynein transport nuclear GR-EGFP = second read-out of Dynein transport, no call of its own (marks repeat the call); z-score; measured here: nuclear GR-EGFP intensity;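 lower value marks the stronger effect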
# Dynein transport cell count = also measured in Dynein transport; calls as there; z-score; measured here: cell count per field
# * = called active by the depositor; ? = inconclusive; nt = no result given. Cut-off read from the data, not from the text of the source, unless noted: active = inhibition above about 50%; inactive = the rest.
Structure	PMI inhibition	AID2073	PMI inhibitors	XIAP displacement	Dynein transport	Dynein transport cytoplasmic EGFP	Dynein transport nuclear GR-EGFP	Dynein transport cell count	P. falciparum M1AAP	LYP inhibition	SIAH1 antagonists	M17LAP inhibition
COc1ccc(C2c3ccc(O)cc3Oc3ncn4nc(-c5cccnc5)nc4c32)cc1OC (stereo unspecified)	nt	?	nt	nt	1.1	-0.25	0.1	-0.99	4%	2%	2%	-4%
CCO[C@H]1OC(C(=O)N2CCOCC2)=C[C@@H](c2ccc3c(c2)OCO3)[C@@H]1CCCO	2%	14%	1%	-4.3%	-0.055	0.055	0.29	0.34	5%	-4%	7%	-1%
CCOC(=O)C(=O)Nc1nnc(COc2ccccc2)s1	-6%	-3%	-1%	-6.8%	2.2	-0.28	1.2	-0.83	-3%	-8%	10%	6%
N/C(=N\OC(=O)COc1ccc(Br)cc1)c1cccnc1	-2%	5%	-8%	-13%	-0.43	-0.31	-0.48	0.38	5%	-5%	-3%	-3%
COc1ccc(/C=N/n2c(C)nc3sc(C)c(C)c3c2=O)cc1OC	nt	-9%	nt	-3.1%	-0.6	-0.15	-0.36	0.069	3%	-3%	-8%	19%
CN=C1SC(CC(=O)Nc2ccc(F)cc2F)C(=O)N1/N=C/c1ccc(OC(F)F)c(OC)c1 (stereo unspecified)	-6%	23%	-4%	-6.7%	0.036	0.33	0.37	-0.11	3%	2%	0%	4%
CC(C)CNC(=O)C(=O)NN=C1CCCCCC1	-6%	3%	-5%	-7.1%	-0.86	-0.28	0.35	0.5	3%	-2%	-3%	-6%
COc1ccc(CCNC(=O)c2ccc(Cl)cc2)cc1OC	5%	-6%	1%	-2.5%	-0.35	-0.3	0.26	0.068	-3%	0%	-1%	-11%
N/C(Cc1ccc([N+](=O)[O-])cc1)=N\OC(=O)c1ccccc1F	5%	4%	4%	-2.6%	-0.61	-0.27	-0.41	0.46	-1%	-6%	13%	-4%
COc1cc(NC(=O)CN2CCN(Cc3ccc4c(c3)OCO4)CC2)cc(OC)c1	5%	5%	11%	-0.8%	-0.086	-0.28	-0.002	0.84	0%	-9%	3%	20%
CCOc1ccccc1NC(=O)c1ccc(S(=O)(=O)N(C)C)cc1	4%	-1%	5%	-16%	-0.8	-0.23	0.25	0.48	-2%	-9%	-5%	3%
Cc1ccc(/C=C2\SC(=S)N(C3CCS(=O)(=O)C3)C2=O)o1 (stereo unspecified)	41%	40%	-2%	-5.6%	-0.19	0.1	0.55	-0.14	7%	4%	-5%	20%
Cc1cc(C)cc(-n2c(C)cc(/C=N\NC(=O)COc3cccc4cccnc34)c2C)c1	14%	-3%	15%	-4.3%	-0.027	-0.2	0.096	-0.36	11%	3%	-2%	12%
CCCCc1ccc(NC(=O)CSC2=C(C#N)C(c3ccco3)C3=C(CCCC3=O)N2)cc1 (stereo unspecified)	-25%	6%	-4%	-6.4%	-1.7	-0.31	-0.26	0.94	6%	2%	-4%	34%
OCC1(Cc2cccc(Cl)c2)CCCN(Cc2cnn(-c3ccccc3)c2)C1 (stereo unspecified)	-31%	-6%	0%	-7.7%	-0.12	-0.28	-0.014	0.38	3%	-4%	11%	1%
Cc1cc(C)nc(NC2=NCCN2C(=S)Nc2c(C)cccc2C)n1	2%	-5%	-6%	-2.7%	0.65	-0.23	0.57	-1.3	-1%	6%	-2%	-4%
C=CCn1c(SCc2c(C(=O)OC)sc(N)c2C(=O)OC)nnc1-c1ccc(Br)cc1	9%	-18%	7%	-8.1%	0.63	-0.27	0.33	0.37	7%	0%	-2%	-11%
Cc1cc(-c2n[nH]c(=S)n2/N=C/c2cccc(O)c2)n[nH]1	nt	-38%	nt	nt	0.22	-0.29	-0.3	0.71	4%	-4%	4%	1%
C/C(=C\C(=O)c1ccc(Cl)cc1)NCc1ccc2c(c1)OCO2	1%	13%	4%	-4.4%	2	-0.16	0.59	-0.89	5%	-2%	1%	16%
c1ccc(-c2nnc(SCC3CCCO3)nc2-c2ccccc2)cc1 (stereo unspecified)	nt	-32%	nt	nt	-0.28	-0.077	-0.13	0.99	2%	0%	-4%	-9%
CC(=O)c1cnc(Nc2nc(C)c3cccc(C)c3n2)nc1C	2%	-7%	-10%	-5.6%	nt	nt	nt	nt	nt	-7%	8%	nt
COc1ccc(NC(=O)COC(=O)c2ccc([N+](=O)[O-])o2)cc1Cl	14%	-6%	-6%	-2.2%	-0.34	-0.36	-0.47	0.96	0%	-2%	1%	-2%
CN(CC(=O)NCc1ccco1)S(=O)(=O)c1ccc2c(c1)n(C)c(=O)c(=O)n2C	-4%	-3%	-2%	-5.4%	-1.2	-0.22	-0.22	0.66	0%	4%	-1%	0%
COc1ccc(Nc2nc(N3CCCC3)c3ccccc3n2)cc1	6%	6%	18%	-3.5%	-1	-0.11	0.052	0.34	-8%	3%	1%	8%
Cc1ccnc(NS(=O)(=O)c2ccc(NC(=O)c3ccc(S(=O)(=O)N(C)C)cc3)cc2)n1	-1%	12%	-15%	-0.8%	-1.1	-0.026	-0.82	0.76	6%	-2%	0%	11%
CC[C@@H](C)[C@H](NS(=O)(=O)c1ccc(C)cc1)C(=O)N1CCC(C(=O)NCC(=O)O)CC1	9%	3%	6%	-6.5%	1	-0.19	0.24	-0.71	8%	-2%	0%	-7%
CC1Cc2ccccc2N1C(=O)c1cnc2ccccn2c1=O (stereo unspecified)	-3%	-2%	0%	-1.1%	-0.37	-0.17	0.13	0.31	4%	4%	-1%	10%
CCOc1cc(/C=N/NC(=O)c2ccc(O)cc2)ccc1Oc1nc(Cl)ncc1F	8%	29%	22%	-10%	-0.91	-0.3	-0.45	0.18	3%	0%	19%	3%
COc1ccccc1CNc1nc2nc3c(c(=O)n2[nH]1)CCC3	4%	-3%	-8%	-3.3%	2.6	-0.088	2	-2.2	4%	-5%	-4%	1%
CCC(=O)NC(c1ccc(OC)cc1)c1c(O)ccc2ccccc12 (stereo unspecified)	44%	0%	20%	0.1%	1.1	-0.35	0.57	-1.1	2%	-6%	11%	-5%

# The list continues.
Structure	PMI inhibition	AID2073	PMI inhibitors	XIAP displacement	Dynein transport	Dynein transport cytoplasmic EGFP	Dynein transport nuclear GR-EGFP	Dynein transport cell count	P. falciparum M1AAP	LYP inhibition	SIAH1 antagonists	M17LAP inhibition
O=C(CN(CC1CCCO1)C(=O)CCC(=O)Nc1nccs1)NCc1ccccc1 (stereo unspecified)	-5%	2%	-9%	-3.1%	-0.054	-0.24	-0.085	-0.49	5%	1%	-3%	0%
Cc1nc(NCc2ccco2)c(C#N)c2c1COC(C)(C)C2	3%	-16%	-3%	-5.8%	0.64	-0.069	0.92	0.17	6%	-8%	6%	-1%
Cc1c(NC(=O)C(=O)/C=C(/O)c2ccccc2)c(=O)n(-c2ccccc2)n1C	8%	9%	14%	-9.7%	-0.031	-0.26	0.13	0.69	12%	-4%	-2%	32%
CCOC(=O)N1CCC(NS(=O)(=O)c2ccc3c(c2)C(C)(C)C(=O)N3C)CC1	-3%	-5%	-6%	-2.0%	0.69	-0.28	0.46	-0.67	1%	-9%	7%	0%
CCC(CC)C(=O)Nc1c2cnn(-c3ccccc3)c2nc(=O)n1-c1ccccc1	-7%	14%	-15%	-5.7%	-0.6	-0.14	0.011	-0.78	?	-9%	0%	3%
C[C@@]12CCC=C[C@H]1[C@H](c1ccc(C(F)(F)F)cc1)N(Cc1ccccc1)C2=O	nt	8%	nt	nt	-1.5	-0.53	-0.72	-0.32	8%	-1%	1%	3%
OCCN(CC#CC(O)(c1ccccc1)c1ccccc1)CCO	nt	6%	nt	nt	-0.29	-0.26	0.3	0.27	0%	-10%	1%	-8%
CCn1c2ccccc2c2cc(CN3CCN(Cc4cc(OC)ccc4O)CC3)ccc21	18%	5%	18%	-5.2%	0.96	-0.22	0.4	0.37	-2%	0%	4%	4%
COC(=O)c1cc2ccccc2oc1=O	9%	8%	12%	-7.4%	-0.63	-0.24	-0.17	0.96	4%	-1%	-3%	-1%
CC(=O)c1cccc(NC(=O)Nc2csc3c2CCCC3)c1	11%	9%	13%	-4.1%	-0.15	-0.31	0.017	0.063	3%	-1%	7%	3%
Cc1ccc(N(CC(=O)NC2CCCC2)C(=O)c2ccc(C)s2)cc1	-8%	-6%	-4%	-9.7%	-0.16	-0.37	-0.29	1	0%	-10%	-2%	-7%
CC(=O)c1cccc(NC(=O)C2(c3ccccc3)CC2(Cl)Cl)c1 (stereo unspecified)	-3%	5%	4%	-10%	-0.6	-0.074	0.19	-0.45	17%	4%	6%	-3%
CCN(CC)C(=O)C1CCN(S(=O)(=O)c2cccc3nonc23)CC1	-7%	47%	-8%	-25%	0.08	-0.37	-0.13	0.37	5%	-3%	-6%	-7%
CCCCC(=O)NS(=O)(=O)c1ccc(N=NN2CCCCC2)cc1	-1%	0%	1%	-4.9%	0.066	-0.24	0.13	0.26	-4%	0%	8%	32%
CC1(c2ccccc2Cl)NC(=O)N(CC(=O)Nc2ccc3c(c2)OCO3)C1=O (stereo unspecified)	-2%	11%	3%	-2.4%	-1.4	-0.19	-0.74	0.91	2%	-6%	6%	14%
CN1C(=O)N(CN2CCCCC2)C2C1N(C)C(=O)N2CN1CCCCC1 (stereo unspecified)	26%	0%	25%	-6.4%	0.56	-0.14	0.45	-0.84	15%	1%	-4%	-5%
COc1ccc2c(c1)CCc1c(C(=O)NCC(C)C)noc1-2	14%	6%	13%	-10%	0.054	-0.19	0.87	-1.7	-1%	-3%	8%	-6%
COc1ccc(C2CC(c3ccccc3)=NN2c2ccc(S(N)(=O)=O)cc2)cc1 (stereo unspecified)	12%	?	16%	-1.4%	0.075	0.55	0.096	-0.13	22%	-28%	24%	-5%
O=C(NC(=S)N1CCN(C/C=C/c2ccccc2)CC1)c1ccc(F)cc1	nt	-10%	nt	nt	0.54	-0.29	0.21	-0.042	9%	-2%	1%	-1%

# Compound activity as filed in PubChem.
